Arr AP2 block – human beta-arrestin and AP2 interaction inhibition | FITC-arrestin peptide / GST-AP2 beads, flow cytometry; AP2 beta2 appendage carries R879A mutation | inhibition, % at 10 µM | 0.31% of 340,000 active;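 active = inhibition above a set limit, near 3 SD of compounds lacking own fluorescence, cut at about 54% in these data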;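 also: plate controls were DMSO wells for no effect and 5 µM unlabelled arrestin peptide for full effect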
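System: GST-AP2 R879A glutathione beads. Medium: PBS with 0.05% Tween 20 and 0.1% BSA. Also added: FITC-arrestin peptide, 50 nM. Incubation: 12 min plus 1 h, RT. Measured by: high-throughput flow cytometry of beads, ex 488, em 535 nm. Evaluation: percent drop in bead-associated FITC signal.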
LANA DNA inh – blocks KSHV LANA C-terminal domain binding to DNA; inhibition, % at 9 µM; MBP-C-LANA/FAM-LBS DNA binding, fluorescence polarization; 0.078% of 340,000 active;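 active = highest replicate inhibition at or above 60% at 9 µM, even if other replicates fall short; inactive = all replicates below 60% inhibition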;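 also: 0% = neutral control wells and 100% = 4 µM acridine orange control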
RTF Ca sens inh – cardiac RTF calcium desensitization | AID 493244 | IANBD-labeled cardiac RTF, Ca2+ fluorescence | P19429+P45379 | inhibition, % at 7.15 µM | 0.12% of 340,000 active;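 active = inhibition above the mean inhibition of all tested compounds plus 3 SD, cut at about 17% in these data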;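 also: assay run at fixed EC70 calcium of 1.6 mM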
Pemphigus Ab inh – inhibitors of pemphigus antibody binding to human desmoglein-3; P32926; DSG3-coupled beads, scFv-anti-DSG3-GFP binding, flow cytometry; stronger effect = lower value; binding (percent of control), % at 10 µM; 0.48% of 310,000 active; AID 588358;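 active = binding more than 3 SD below its plate's average and above zero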;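 also: hits lower antibody fragment binding to DSG3; some compounds called inactive have numbers as strong as hits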
OPRM1-OPRD1 ag – OPRM1-OPRD1 heterodimerization agonism | AID 504326 | 0.3% of 340,000 active | cells, luminescence | P35372+P41143 | activation, % at 9.3 µM; in the data active = activation above about 18%;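 also: 0% = vehicle-treated cells and 100% = reference agonist; values of inactives mirror those of a sister screen read the other way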
Target sequence (P35372 whole entry, looked up): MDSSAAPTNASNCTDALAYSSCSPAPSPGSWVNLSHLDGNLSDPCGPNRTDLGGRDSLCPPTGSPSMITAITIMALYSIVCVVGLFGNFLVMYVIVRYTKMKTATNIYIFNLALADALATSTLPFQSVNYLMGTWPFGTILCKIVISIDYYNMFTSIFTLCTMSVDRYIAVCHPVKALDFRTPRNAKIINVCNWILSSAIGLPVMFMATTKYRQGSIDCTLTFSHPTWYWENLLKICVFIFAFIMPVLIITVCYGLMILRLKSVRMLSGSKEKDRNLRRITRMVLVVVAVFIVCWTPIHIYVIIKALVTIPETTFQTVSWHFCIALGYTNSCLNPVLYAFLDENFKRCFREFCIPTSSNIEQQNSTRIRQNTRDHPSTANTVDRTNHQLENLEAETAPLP
Target sequence (P41143 whole entry, looked up): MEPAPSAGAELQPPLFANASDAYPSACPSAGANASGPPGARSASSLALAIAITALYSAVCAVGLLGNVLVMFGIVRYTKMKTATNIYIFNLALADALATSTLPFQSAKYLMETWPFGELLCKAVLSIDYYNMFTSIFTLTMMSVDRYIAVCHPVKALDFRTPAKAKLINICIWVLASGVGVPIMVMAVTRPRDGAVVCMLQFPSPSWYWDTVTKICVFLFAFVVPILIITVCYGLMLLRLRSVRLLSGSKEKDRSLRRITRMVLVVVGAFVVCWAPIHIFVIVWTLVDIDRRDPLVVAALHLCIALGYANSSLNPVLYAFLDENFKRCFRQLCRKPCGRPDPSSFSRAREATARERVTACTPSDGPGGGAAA
V-ATPase pH – alters yeast V-ATPase proton transport | S. cerevisiae, pHLuorin cytosolic pH fluorescence | response, % at 10 µM | 0.37% of 350,000 active | AID 504577; in the data active = response mostly above about 7.3%, no sharp cut-off; inactive = mostly below about 5.4%; also: actives read high; inactives centre near 0; some compounds called inactive have numbers as strong as hits; reference of the scale not given here
Wnt act – activators of Wnt/beta-catenin signaling | activation, % at 9.35 µM | AID 743398 | 1.2% of 300,000 active | Wnt/beta-catenin reporter cell assay, activator, plate reader; in the data active = activation above about 30%, passing the limit was not always enough;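 also: 0% = neutral control wells and 100% = positive control wells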
MOR-DOR inv ag – inverse agonist of human OPRM1-OPRD1 heterodimerization. P35372+P41143. cell-based MOR-DOR heterodimer luminescence, inverse agonism. inhibition, % at 9.3 µM. 0.21% of 340,000 active. AID 504357; in the data active = inhibition above about 22%, passing the limit was not always enough;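 also: 0% = cells with DMSO and 100% = wells without cells with DMSO; values of inactives mirror those of a sister screen read the other way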
RTF Ca sens act – cardiac RTF calcium sensitization | P19429+P45379 | IANBD-labeled TnC RTF fluorescence at EC20 calcium; 0% EC20 calcium, 100% full calcium | activation, % at 7.2 µM | 0.24% of 340,000 active | AID 493008;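 active = activation above the mean over all tested compounds plus 3 SD, cut at about 30% in these data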;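 also: rise in fluorescence read as greater calcium sensitivity of cardiac thin filaments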
Keap1 Nrf2 FP – disrupts human Keap1 binding to Nrf2 peptide; 0.15% of 340,000 active; Keap1 Kelch-Nrf2 peptide fluorescence polarization, 1536-well; Q14145; inhibition, % at 9.4 µM; in the data active = inhibition above about 12%;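 also: human Keap1 Kelch domain with fluorescein labeled Nrf2 9mer peptide probe; 0% = neutral control wells and 100% = peptide positive control; higher means more block of Keap1 binding to Nrf2 peptide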
Starred values were filed as active, the others as inactive; · = no result given; & = joins results of further samples.

Below each SMILES – Arr AP2 block | LANA DNA inh | RTF Ca sens inh | Pemphigus Ab inh | OPRM1-OPRD1 ag | V-ATPase pH | Wnt act | MOR-DOR inv ag | RTF Ca sens act | Keap1 Nrf2 FP
- Cc1cccc2c1nc(-c1ccccc1)n1cnnc21
    -7 | 0.6 | 6 | 108 | -1.9 | 2 | · | 11 | 10 | -2
- CN(CCc1ccccn1)C(=O)c1ccc(OC2CCN(CCc3ccccc3)CC2)cc1
    11 | 0.7 | -2 | 103 | -1.4 | -5 | 3 | 9 | -5 | 4
- COc1ccc(O)c(C(=O)c2cc(C#N)c(=O)n(Cc3ccccc3)c2)c1
    -4 | 0.7 | -24 | 97 | 0.2 | -1 | 0 | -1 | -4 | -1
- CCCn1c(=O)n(N)c2ccccc21
    7 | -0.7 | -4 | 97 | -1.9 | 1 | -2 | 10 | 2 | -4
- Cc1c(C(=O)c2ccc(Br)cc2)c(=O)n(C)c(=O)n1C
    40 | 5.6 | -7 | 110 | -1.1 | 6 | 1 | 6 | -1 | -1
- CCNC(=S)NNC(=O)Nc1ccccc1
    4 | 1.6 | -13 | 100 | -2.2 | 2 | -1 | 12 | -4 | 2
- Cc1ccc(OCc2cc(C(=O)NC(C)Cc3cccnc3)no2)cc1C (centres undefined)
    2 | -1.5 | 3 | 65 | -1.4 | 0 | 18 | 7 | -4 | -3
- Cc1cccc(C)c1NC1=C(Cl)C(=O)OC1OC(C)C (centres undefined)
    -1 | -0.5 | 7 | 98 | -0.8 | -2 | 0 | 4 | -2 | 2
- COc1ccc(N(Cc2cc(=O)[nH]c3ccccc23)C(=O)CCl)cc1
    4 | 0.2 | -1 | 100 | -2.8 | 0 | -1 | 13 | 0 | -13
- Cc1cccc(C)c1NC(=O)CN1N=NC2C(=O)N(c3cccc(Cl)c3)C(=O)C21 (centres undefined)
    -9 | 0.1 | -9 | 87 | -2.9 | -1 | 0 | 16 | 11 | -1
- Cc1ccc(N=c2c([N+](=O)[O-])nn(-c3ccc4c(c3)OCCO4)n2O)cc1F
    -2 | -1.5 | -16 | 109 | 7.5 | -2 | · | -35 | 4 | -4
- Cc1noc(C)c1COc1ccccc1C(=O)NC1CCC(C)CC1 (centres undefined)
    -3 | -1.0 | -6 | 114 | 2.1 | 0 | 4 | -12 | -2 | 2
- CCCC(=O)Nc1c(C(=O)OCC)oc2ccccc12
    1 | 12 | -2 | 99 | -2.2 | 2 | 0 | 11 | 0 | 1
- Cc1c(OCC(=O)OC(C)C)ccc2c3c(c(=O)oc12)CCC3
    30 | 0.9 | 6 | 101 | -0.7 | 3 | · | 4 | 1 | -2
- O=C(Nc1cccn(Cc2c(Cl)cccc2Cl)c1=O)c1ccc(Cl)cc1
    4 | 1.5 | 0 | 103 | 0.2 | 1 | · | -1 | -2 | -5
- CN1CCN(C(=O)c2cccn(Cc3cccc(Cl)c3)c2=O)CC1
    -3 | 0.1 | -2 | 99 | -2.4 | -2 | 0 | 12 | 6 | -1
- CC(C)(C)Sc1ccccc1S(=O)(=O)C(C)(C)C
    30 | -1.3 | 4 | 112 | -2.9 | -6 | 1 | 15 | 2 | -5
- CCC(=O)Nc1c2c(nn1-c1ccc(C)cc1C)CSC2
    2 | -2.3 | -1 | 102 | -1.3 | 3 | · | 7 | 0 | 1
- Cn1cccc1/C=N/NC(=O)CSc1nc2ccccc2n1C
    -8 | 0.0 | -2 | · | -0.8 | -1 | -2 | 4 | 0 | 4
- CN(C)S(=O)(=O)c1cccc(-c2nnc(SCC(=O)NCCCCCC(=O)O)n2-c2ccc(F)cc2)c1
    -23 | 1.7 | -5 | 99 | -0.6 | 3 | 1 | 3 | 9 | 2
- CCCSc1nsc(NC(=O)CC)n1
    3 | 1.6 | 9 | 99 | -0.8 | -1 | -2 | 4 | 1 | -1
- O=C(O)c1cccc(-c2ccc(/C=N/Nc3nn[nH]n3)o2)c1
    10 | 3.8 | 5 | 105 | 0.6 | -1 | 1 | -3 | 11 | -1
- O=C(CSc1n[nH]c(-c2ccncc2)n1)c1cccc([N+](=O)[O-])c1
    7 | 0.3 | · | 101 | · | 0 | -2 | · | · | -1
- O=C(NCCOc1ccccc1)c1ncn[nH]1
    -4 | -0.1 | -6 | 93 | -2.1 | 0 | -1 | 12 | 1 | 3
- CC(C)(CO)NCc1cc(Br)ccc1OCc1ccccc1
    2 | -0.3 | -1 | 98 | -2.3 | 3 | 2 | 13 | 1 | -6
- Cn1c2ccccc2n2c(=O)c(=O)n(CC(=O)c3ccc(F)cc3)nc12
    4 | -0.8 | -4 | 85 | -0.5 | 1 | -3 | 3 | 1 | -6
- O=C(Nc1ccc2c(c1)OCCO2)C1CCCN(S(=O)(=O)c2cccnc2)C1 (centres undefined)
    4 | -1.3 | -2 | 113 | -0.7 | -2 | -1 | 3 | -6 | -3
- O=C(CSc1ccc2nnc(-c3ccncc3)n2n1)Nc1ccccc1F
    4 | -0.7 | -5 | 101 | -0.5 | 3 | -1 | 3 | -3 | -3
- CCN(CC)CCCNC(=O)C1CCN(C(=O)c2oc3cc4sc(N(C)C)nc4cc3c2C)CC1
    44 | 0.7 | -3 | 107 | -2.1 | -2 | 7 | 11 | -6 | 2
- CCc1noc(C)c1C(=O)OCC(=O)c1ccccc1OC
    4 | 0.0 | -1 | 112 | 1.1 | -1 | 0 | -4 | 1 | 1
- O=C(CSc1nnc(-c2ccc(F)cc2)c2ccccc12)NCC1CCCO1 (centres undefined)
    -9 | 0.7 | -3 | 105 | -2.5 | 1 | 0 | 13 | 7 | -3
- COc1ccccc1CCNC(=O)CCn1c(=O)c2cccn2c2ccc(F)cc21
    -4 | -1.9 | -2 | 91 | -1.8 | 0 | 2 | 9 | -1 | -4
- O=c1c2ccccc2nc(COc2ccccc2)n1/N=C/c1ccc(O)cc1O
    37 | 0.7 | 0 | 99 | -0.6 | 3 | -2 | 3 | 0 | 2
- CC1=C(C(=O)N2CCCCC2)C(c2cccs2)C2=C(CCCC2=O)N1 (centres undefined)
    15 | -0.7 | -9 | 97 | -5.0 | 3 | 0 | 24 | -1 | 0
- CCOC(=O)c1c(-c2ccncc2)csc1N
    8 | 0.7 | 3 | 104 | -0.3 | 9 | · | 2 | 10 | -3
- O=C(Nc1c(C(=O)N2CCOCC2)cnn1-c1ccccc1)c1ccc([N+](=O)[O-])cc1
    -1 | 0.9 | -6 | 94 | 1.5 | -2 | -2 | -8 | -2 | 0
- Cc1ccc(NC(=O)CN(C)C(=O)COC(=O)COc2ccc(C#N)cc2)cc1
    18 | 0.9 | 2 | 103 | -3.7 | -5 | -1 | 19 | 25 | 3
- CC(C)C[C@@H](CO)N1CCN(CCCc2ccccc2)CCC1=O
    -4 | -0.7 | 11 | 95 | -3.5 | 3 | -3 | 16 | -7 | -1
- Cc1cc(C)c(S(=O)(=O)N2CCCCC2CCNC(=O)C(=O)NCc2ccco2)c(C)c1 (centres undefined)
    34 | -1.1 | -15 | 97 | -1.1 | 1 | -2 | 7 | -4 | 0
- C=C(C)Cn1c(SCC(=O)N/N=C/c2cccc(O)c2)nc2ccccc2c1=O
    0 | 0.6 | -6 | 103 | -0.4 | -8 | · | 3 | 1 | -8
- C=CCC[C@@H](Cc1ccc(F)cc1)C(=O)OC[C@@H](Cc1c[nH]c2ccccc12)NC(=O)[C@H](CC=C)CC(=O)N[C@H](CO)Cc1ccccc1
    19 | -1.5 | 1 | 101 | 2.0 | 0 | -16 | -11 | -3 | -6
- Cn1c(=O)c2c(nc(CCc3ccccc3)n2C)n(C)c1=O
    -8 | -0.1 | -4 | · | -4.1 | 1 | -2 | 20 | 0 | -5
- Cc1cc(C)n(-c2nc3ccccc3nc2N2CCN(S(=O)(=O)c3ccc(F)c(C)c3)CC2)n1
    30 | -1.0 | -2 | 111 | -3.1 | -4 | 0 | 18 | -13 | 1
- O=C(Cn1nnc(-c2ccccc2F)n1)OCC(=O)c1ccccc1
    3 | 0.3 | -1 | 99 | -0.9 | 3 | -4 | 5 | 4 | 2
- CCN1CCN(C(=O)C2CCC(CNS(=O)(=O)c3ccccc3)CC2)CC1 (centres undefined)
    -7 | 0.9 | -1 | 104 | -1.5 | 0 | -3 | 9 | 2 | 2

6 compounds out of the list, sorted by count of non-hydrogen atoms, smallest number first:
Below each SMILES – Arr AP2 block | LANA DNA inh | RTF Ca sens inh | Pemphigus Ab inh | OPRM1-OPRD1 ag | V-ATPase pH | Wnt act | MOR-DOR inv ag | RTF Ca sens act | Keap1 Nrf2 FP
- O=C(Cn1nnc(-c2ccccc2F)n1)OCC(=O)c1ccccc1
    3 | 0.3 | -1 | 99 | -0.9 | 3 | -4 | 5 | 4 | 2
- CCN1CCN(C(=O)C2CCC(CNS(=O)(=O)c3ccccc3)CC2)CC1 (centres undefined)
    -7 | 0.9 | -1 | 104 | -1.5 | 0 | -3 | 9 | 2 | 2
- O=c1c2ccccc2nc(COc2ccccc2)n1/N=C/c1ccc(O)cc1O
    37 | 0.7 | 0 | 99 | -0.6 | 3 | -2 | 3 | 0 | 2
- COc1ccccc1CCNC(=O)CCn1c(=O)c2cccn2c2ccc(F)cc21
    -4 | -1.9 | -2 | 91 | -1.8 | 0 | 2 | 9 | -1 | -4
- O=C(Nc1c(C(=O)N2CCOCC2)cnn1-c1ccccc1)c1ccc([N+](=O)[O-])cc1
    -1 | 0.9 | -6 | 94 | 1.5 | -2 | -2 | -8 | -2 | 0
- C=CCC[C@@H](Cc1ccc(F)cc1)C(=O)OC[C@@H](Cc1c[nH]c2ccccc12)NC(=O)[C@H](CC=C)CC(=O)N[C@H](CO)Cc1ccccc1
    19 | -1.5 | 1 | 101 | 2.0 | 0 | -16 | -11 | -3 | -6

Given tab-delimited: two of the compounds above.
SMILES	Arr AP2 block	LANA DNA inh	RTF Ca sens inh	Pemphigus Ab inh	OPRM1-OPRD1 ag	V-ATPase pH	Wnt act	MOR-DOR inv ag	RTF Ca sens act	Keap1 Nrf2 FP
Cc1ccc(NC(=O)CN(C)C(=O)COC(=O)COc2ccc(C#N)cc2)cc1	18	0.9	2	103	-3.7	-5	-1	19	25	3
CC(C)C[C@@H](CO)N1CCN(CCCc2ccccc2)CCC1=O	-4	-0.7	11	95	-3.5	3	-3	16	-7	-1

Additional results follow:
Below each SMILES – Arr AP2 block | LANA DNA inh | RTF Ca sens inh | Pemphigus Ab inh | OPRM1-OPRD1 ag | V-ATPase pH | Wnt act | MOR-DOR inv ag | RTF Ca sens act | Keap1 Nrf2 FP
- Cc1ccnc(SCc2cc(=O)c(OC(=O)c3ccc(S(=O)(=O)N4CCCC4)cc3)co2)n1
    4 | -0.8 | -4 | 115 | -1.6 | 1 | · | 8 | 11 | -2
- O=C(Nc1ccccc1)N(Cc1ccccc1)CC(O)C(F)(F)F (centres undefined)
    -1 | 0.1 | -11 | 106 | -0.8 | -4 | 17 | 4 | -3 | 2
- CC(C)CC1(C(=O)O)NC(c2ccccc2O)C2C(=O)N(C(C)C)C(=O)C21 (centres undefined)
    1 | 0.5 | -4 | 107 | -3.8 | 2 | -3&-5 | 19 | 2 | 7
- CCOc1ccc(S(=O)(=O)Nc2cccc(N(C)S(C)(=O)=O)c2)cc1
    4 | 0.6 | -8 | 110 | 1.5 | -4 | · | -6 | -2 | -1

High-throughput results from PubChem BioAssay.
